ERAP1 inh = ERAP1 (human) enzyme inhibition; recombinant ERAP1, Leu-AMC fluorescence, 60 min; inhibition, % at 10.7 µM; 340,000 tested, 0.15% active; Q9NZ08;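 active = mean replicate inhibition of at least 30%, or all replicates individually reaching that 30% level; inactive = mean below 30% and not every replicate reaching it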;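 also: 0% = neutral control wells and 100% = L-leucinethiol positive control wells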
Target sequence (Q9NZ08 whole entry, looked up): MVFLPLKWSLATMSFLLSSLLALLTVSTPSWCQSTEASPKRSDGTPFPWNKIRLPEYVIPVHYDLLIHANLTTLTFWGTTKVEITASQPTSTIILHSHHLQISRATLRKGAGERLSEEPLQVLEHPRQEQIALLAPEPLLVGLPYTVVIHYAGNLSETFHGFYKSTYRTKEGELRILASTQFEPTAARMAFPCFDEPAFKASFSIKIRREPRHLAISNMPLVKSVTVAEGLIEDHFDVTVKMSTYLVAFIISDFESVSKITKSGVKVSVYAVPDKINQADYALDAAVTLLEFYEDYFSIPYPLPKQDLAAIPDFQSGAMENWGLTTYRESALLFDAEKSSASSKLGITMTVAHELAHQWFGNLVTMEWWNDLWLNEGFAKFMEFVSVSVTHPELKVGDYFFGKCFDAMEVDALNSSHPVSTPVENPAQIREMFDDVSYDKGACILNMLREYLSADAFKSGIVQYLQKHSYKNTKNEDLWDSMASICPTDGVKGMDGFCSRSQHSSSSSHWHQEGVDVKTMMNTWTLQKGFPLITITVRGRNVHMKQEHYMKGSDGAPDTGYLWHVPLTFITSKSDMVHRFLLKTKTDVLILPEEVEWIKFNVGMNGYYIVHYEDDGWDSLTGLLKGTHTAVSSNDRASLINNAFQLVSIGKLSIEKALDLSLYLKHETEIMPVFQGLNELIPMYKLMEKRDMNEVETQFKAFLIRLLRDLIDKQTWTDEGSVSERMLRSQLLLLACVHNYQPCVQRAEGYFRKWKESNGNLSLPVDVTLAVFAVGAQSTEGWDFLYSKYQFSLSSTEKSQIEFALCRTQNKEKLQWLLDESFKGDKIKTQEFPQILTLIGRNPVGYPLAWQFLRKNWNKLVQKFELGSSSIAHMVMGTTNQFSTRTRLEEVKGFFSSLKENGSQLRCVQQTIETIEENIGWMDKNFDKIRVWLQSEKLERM
Statin myotox sup = protects C2C12 myotubes from simvastatin toxicity; rescue of ATP level, % at 7.49 µM; AID 602340; 330,000 tested, 0.78% active; ATP luminescence, 48 h; scaled: DMSO 0, geranylgeraniol control 100;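 active = mean ATP rescue above about 67%, or every replicate alone reaching that limit, limit read from the data, passing the limit was not always enough; inconclusive = no clear call, values can overlap the other calls; inactive = mean under the limit and some replicate under it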;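 also: myotubes were challenged with 10 µM simvastatin during compound exposure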
PGC1a acetyl inh = lowers PGC1a acetylation signal in U2OS cells. AlphaScreen anti-acetyl-lysine; with virally co-expressed GCN5 acetyltransferase. inhibition, % at 15.6 µM. 350,000 tested, 0.17% active. AID 651687;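 active = every replicate shows inhibition of at least 40%; inconclusive = mean inhibition at least 40% but some replicate below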;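 also: 0% = neutral control wells and 100% = positive control wells; some results beyond the cut were filed as inactive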
SIRT5 inh = sirtuin-5 (human) deacylase inhibition; inhibition, % at 15 µM; 330,000 tested, 1.1% active; Purified SirT5, succinyl-peptide AMC, trypsin-coupled fluorescence; in the data active = inhibition above about 15%; inconclusive = no clear call, values can overlap the other calls
S100A4 inh HTS = blocks human S100A4 binding to myosin IIA peptide; inhibition, % at 10.7 µM; P26447; 360,000 tested, 0.14% active; S100A4/TAMRA-MyoIIA peptide fluorescence polarization;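 active = mean inhibition of at least 70% across replicates, with every replicate also reaching that level; inconclusive = mean inhibition reaches 70% but some replicates fall short; inactive = mean inhibition below 70%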
Target sequence (P26447 whole entry, looked up): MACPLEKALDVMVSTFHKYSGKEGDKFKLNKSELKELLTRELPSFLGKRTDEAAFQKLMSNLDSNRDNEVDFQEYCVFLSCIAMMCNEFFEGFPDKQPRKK
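Material: S100A4 monomer protein | Medium: HEPES pH 7.2 with CaCl2, KCl, NaCl, DTT, Triton | Reagent: Labelled myosin peptide probe, 5 nM | Doses: One dose per compound | Times: 5 min incubation before reading | Benchmarks: Neutral control DMSO, positive control TFP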
Cneo AK release = Cryptococcus neoformans lysis via adenylate kinase release. C. neoformans lysis, adenylate kinase release luminescence, 4 h; normalised: neutral wells 0, clomiphene wells 100. lysis activity, % at 15 µM. 360,000 tested, 0.2% active;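 active = mean lysis activity across replicates of at least 80%, whatever share of replicates individually reach that level; inactive = mean lysis activity below 80%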
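Test system: log-phase Cryptococcus neoformans yeast cells; Quantity: yeast cell density of 5 × 10^6 cells/mL; Buffer or medium: YPD; Doses: single compound concentration per well; Timing: 4 h at 37 °C static, read 1 h later; Measured by: AK luminescence; Read-out basis: lysis from increased AK signal; Control set: Clomiphene as positive control.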
Xi reactivation = activators of X-chromosome reactivation in mouse fibroblasts | XiGFP mouse fibroblasts, % GFP-positive cells imaging, 3 d; cells co-treated with 5-aza-dC sensitizer; scaled so ellipticine positive control = 100% | activation, % at 7.58 µM | 360,000 tested, 0.055% active | AID 743238;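 active = mean normalized replicate activation at least 10% and every replicate at or above 10%; inconclusive = only one of the two criteria met; inactive = mean below 10% and not all replicates reach 10%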;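 also: 0% = median of on-plate neutral control wells and 100% = ellipticine 6 µM median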
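Assay system – SV40-immortalized XiGFP fibroblast cells, line 68-5-11 · Buffer or medium – DMEM supplemented with 5-aza-dC as sensitizing agent · Dosing – one concentration, pinned · Benchmarks – positive control ellipticine, 6 µM final · Times – 3 days compound exposure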
LGR2 antag = Drosophila LGR2 receptor signaling inhibition | HEK293 LGR2, CRE-luciferase, bursicon-stimulated, 4 h | 380,000 tested, 0.35% active | inhibition, % at 9.99 µM | AID 720647;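 active = drop in luminescence signal, shown as inhibition above about 50% in the replicate tests, limit read from the data, passing the limit was not always enough; inconclusive = probably only some replicates passing the limit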;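 also: agonist challenge used bursicon conditioned medium at about half maximal strength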
* = called active by the depositor; ? = inconclusive; . = not tested or not shown; & = joins results of further samples.

1: C[C@@H]1CN([C@H](C)CO)C(=O)Cc2cc(NC(=O)Cc3ccccc3)ccc2O[C@@H]1CN(C)Cc1ccc(Cl)c(Cl)c1
2: O=C(CC1CC1)Nc1ccc2c(c1)[C@@H]1C[C@@H](CC(=O)N3CCc4ccccc4C3)O[C@H](CO)[C@@H]1O2
3: CCOc1ccc(S(=O)(=O)Nc2cccc(C(=O)N(C)Cc3cccc(OC)c3OC)c2)cc1
4: C[C@H](CO)N1C[C@H](C)[C@@H](CN(C)C(=O)Nc2ccc(F)cc2)OCCCC[C@H](C)Oc2ccc(NS(=O)(=O)c3ccc(Cl)cc3)cc2C1=O
5: C[C@H](CO)N1C[C@H](C)[C@@H](CN(C)C(=O)NC2CCCCC2)OCCCC[C@H](C)Oc2ccc(NS(=O)(=O)c3ccccc3)cc2C1=O
6: CC(=O)N(C)C[C@H]1Oc2cc(-c3ccncc3)ccc2S(=O)(=O)N([C@H](C)CO)C[C@@H]1C
7: COCCNC(=O)CN(C(=O)CCC(=O)Nc1nccs1)c1ccccc1OC
8: Cc1cc(C(=O)NNC(=O)CN2C(=O)NC(C)(c3ccccc3)C2=O)c(C)o1 (stereo unspecified)

Screen / compound no.,1,2,3,4,5,6,7,8
ERAP1 inh,0,-2,-4,-2,0,2,.,-1
Statin myotox sup,61,3,1,.,.,6,109*,2
PGC1a acetyl inh,-16,2,.,23,3,-1,-1,-5
SIRT5 inh,-2,0,4,9,-1,-3,.,-3
S100A4 inh HTS,3,-6,2,-3,6,7,.,-11
Cneo AK release,1,24,2,3,0,5,6,3
Xi reactivation,-0.1,0.3,0.0,0.4,0.2,-0.7,.,-0.1
LGR2 antag,-1,14,-3,4,-10,-9,-12,15

9: O=C(NCCc1ccccc1)C1CCCN1S(=O)(=O)c1ccc(F)cc1 (stereo unspecified)
10: O=C(NC1CCCC1)[C@H]1[C@H](CO)[C@H]2Cn3c(ccc(-c4ccccc4)c3=O)[C@@H]1N2
11: C/C(=N\NC(=O)c1ccccc1NC(=O)c1ccc(Cl)cc1)c1ccncc1
12: CC(C)OP(=O)(OC(C)C)C(O)c1ccc(N(C)C)cc1 (stereo unspecified)
13: CN1CCN(c2ccccc2NC(=O)c2cccs2)CC1
14: O=C(/C=C/c1ccc2c(c1)OCO2)NCc1ccco1
15: C[C@@H](C(=O)N1CCNCC1)n1cc(CCC(=O)O)nn1
16: Cc1ccc(S(=O)(=O)CC(=O)NCc2ccccc2)cc1

Screen / compound no.,9,10,11,12,13,14,15,16
ERAP1 inh,.,-3,-2,.,0,-3,1,-1
Statin myotox sup,61,.,.,.,6,.,2,-2
PGC1a acetyl inh,-8,-5,.,-1,.,.,10,.
SIRT5 inh,.,-28,0,.,0,-4,-2,-2
S100A4 inh HTS,.,3,-5,-2,2,-13,1,-2
Cneo AK release,4,.,.,.,0,.,7,2
Xi reactivation,.,0.2,-0.1,0.3,0.1,0.0,0.2,0.1
LGR2 antag,-13,18,?,28,-1,-38,2,-8

The final 2 compounds of the section above open the next one:
15: C[C@@H](C(=O)N1CCNCC1)n1cc(CCC(=O)O)nn1
16: Cc1ccc(S(=O)(=O)CC(=O)NCc2ccccc2)cc1
17: COc1ccc(OCCCC(=O)OCC(=O)NNC(=O)c2ccc([N+](=O)[O-])cc2)cc1
18: C[C@H](CO)N1C[C@H](C)[C@@H](CN(C)Cc2ccncc2)Oc2c(NC(=O)CCCCCC(=O)Nc3ccccc3N)cccc2C1=O
19: Cc1ccc(C(=O)OCC(=O)NCc2ccc3c(c2)OCO3)cc1S(=O)(=O)N1CCOCC1
20: CCCCC(CC)C(=O)Nc1cc(=O)[nH]c2nc3ccccc3n12 (stereo unspecified)
21: CN(C)C(=O)C[C@@H]1C[C@@H]2c3cc(NC(=O)C4CCC4)ccc3O[C@@H]2[C@@H](CO)O1
22: COc1ccc(CNC(=O)c2ccc(Cn3cc(Br)cn3)o2)cc1
23: COc1ccccc1-c1nnc(NC(=O)C(C)Sc2nncn2C)s1 (stereo unspecified)
24: COc1cccc(C(=O)Nc2ccc3c(c2)OC[C@@H](C)N(C)C[C@@H](C)[C@@H](OC)CN(C)C3=O)c1

Screen / compound no.,15,16,17,18,19,20,21,22,23,24
ERAP1 inh,1,-1,1,0&-2,0,0,-2,-1,0,-2
Statin myotox sup,2,-2,11,5&2,0,4,6,.,.,9
PGC1a acetyl inh,10,.,9,-6&2,-6,-1,17,.,.,6
SIRT5 inh,-2,-2,-1,-1&-1,-3,-2,-4,2,4,1
S100A4 inh HTS,1,-2,-6,1&4,-22,-4,5,5,-1,6
Cneo AK release,7,2,6,1&1,-3,4,1,0,.,3
Xi reactivation,0.2,0.1,0.0,0.1&0.0,0.0,0.2,0.1,0.2,0.1,0.1
LGR2 antag,2,-8,4,-7&-9,26,-15,-1,10,23,-6

25: O=C(COc1ccc(S(=O)(=O)N2CCCC2)cc1)NCC1CCCO1 (stereo unspecified)
26: Cc1cccc(S(=O)(=O)N2CCCCN3[C@H](C2)[C@@H](c2ccc(C#CC4CC4)cc2)[C@@H]3CO)c1
27: C[C@@H]1CCCCO[C@@H](CN(C)S(=O)(=O)c2cccs2)[C@@H](C)CN([C@H](C)CO)C(=O)c2cc(NC(=O)Nc3ccc(C(F)(F)F)cc3)ccc2O1
28: O=C(CCC(=O)Nc1cccc2ccccc12)N/N=C/c1ccco1
29: CCCNC(=O)C1(C)CCCN(CCC(=O)c2ccccc2)C1 (stereo unspecified)
30: CCCCCCCCN1C(=O)[C@@H](CC(=O)NCc2ccc(C)o2)C[C@@]2(C(=O)OC)C1=C[C@H](C(C)(C)C)O[C@@H]2C
31: O=C(CSc1ccc(F)cc1)NC(=O)NCc1ccccc1
32: O=C(COc1ccc2c3c(c(=O)oc2c1)CCC3)NCCCN1CCCC1=O

Screen / compound no.,25,26,27,28,29,30,31,32
ERAP1 inh,5,3,-1,0,7,3,3,3
Statin myotox sup,.,.,-46,-4,19,.,8,-6
PGC1a acetyl inh,3,-9,11,.,2,.,4,-6
SIRT5 inh,-1,7,2,-1,-2,.,-3,-4
S100A4 inh HTS,-8,-6,-3,0,9,0,-2,-5
Cneo AK release,.,1,0,-1,0,.,12,0
Xi reactivation,0.0,-0.1,0.1,0.0,-0.1,0.0,0.1,0.0
LGR2 antag,5,11,-4,3,13,7,-5,9

Results in sequence from above.
LGR2 antag, entries 26 to 30, in order: 11, -4, 3, 13, 7

Other compounds follow.
33: CN(C)C(=O)C[C@@H]1CC[C@H]2[C@H](COc3ccc(NC(=O)Nc4cccc(Cl)c4)cc3C(=O)N2C)O1
34: C[C@H]1CN([C@@H](C)CO)C(=O)Cc2cc(NC(=O)Nc3ccc(F)cc3)ccc2O[C@@H]1CN(C)C(=O)NC1CCCCC1
35: CCCN(CC(=O)Nc1ccccc1OC)C(=O)c1ccc(S(=O)(=O)NCc2ccco2)cc1
36: N/C(=N\OC(=O)COc1ccc(Cl)cc1)c1ccc(Cl)cc1
37: COc1ccc(CN(C)C[C@@H]2Oc3c(NC(=O)c4ccc(-c5nccs5)cc4)cccc3C(=O)N([C@H](C)CO)C[C@@H]2C)cc1
38: COc1ccc(CCC(C)NCc2cc(OC)cc(OC)c2)cc1 (stereo unspecified)
39: CC(=O)c1ccc(N2CCN(S(=O)(=O)c3c(C)[nH]c(C)c3C(=O)N3CCCC3)CC2)cc1
40: CCCN(CCC)CCCNC(=O)c1cc2cc3ccc(Cl)cc3nc2o1

Screen / compound no.,33,34,35,36,37,38,39,40
ERAP1 inh,0,1,-2,0,3,0,1,-1
Statin myotox sup,-29,-9,11,-4,-12,6,1,7
PGC1a acetyl inh,-8,-11,-3,-11,-2,-18,1,0
SIRT5 inh,0,3,0,-1,1,-4,2,-3
S100A4 inh HTS,4,11,48,-7,1,5,12,0
Cneo AK release,55,-2,-1,0,-1,2,-1,1
Xi reactivation,0.1,0.0,0.2,0.1,-0.4,0.0,0.0,0.3
LGR2 antag,10,-2,4,-13,12,5,-5,4

Among those listed so far, 2 have an aryl thioether with sulfur outside any ring.
23: COc1ccccc1-c1nnc(NC(=O)C(C)Sc2nncn2C)s1 (stereo unspecified)
31: O=C(CSc1ccc(F)cc1)NC(=O)NCc1ccccc1

Screen / compound no.,23,31
ERAP1 inh,0,3
Statin myotox sup,.,8
PGC1a acetyl inh,.,4
SIRT5 inh,4,-3
S100A4 inh HTS,-1,-2
Cneo AK release,.,12
Xi reactivation,0.1,0.1
LGR2 antag,23,-5

Next section:
41: Cc1oc2c(C)c3oc(=O)c(CCC(=O)O)c(C)c3cc2c1-c1ccccc1
42: C[C@@H]1CN([C@H](C)CO)C(=O)c2cc(C#Cc3ccncc3)cnc2O[C@@H]1CN(C)Cc1ccncc1
43: O=C(CN1CCOCC1)N1CC[C@@H]2[C@H](CO)Nc3ccc(-c4ccccc4F)cc3[C@@H]21
44: C[C@@H]1CN([C@H](C)CO)S(=O)(=O)c2ccc(C#CCN(C)C)cc2O[C@@H]1CN(C)Cc1cccnc1
45: CCN(CC(=O)Nc1c(F)cccc1F)C(=O)CSc1nc(C)cc(C)n1
46: CC(=O)NC1(C(F)(F)F)NC(=O)N(CCc2ccccc2)C1=O (stereo unspecified)
47: Cc1nc(C)c(-c2csc(Nc3ccc(S(N)(=O)=O)cc3)n2)s1
48: COCC(=O)N1C[C@@H](C)[C@H](OC)CN(C)C(=O)c2ccc(NC(=O)C3CCC3)cc2OC[C@H]1C

Screen / compound no.,41,42,43,44,45,46,47,48
ERAP1 inh,3,-1,.,2,3,0,0,-3
Statin myotox sup,18,.,6,-10,-3,-18,-27,-5
PGC1a acetyl inh,.,1,6,9,2,-9,.,7
SIRT5 inh,8,2,.,-1,-1,-4,1,5
S100A4 inh HTS,0,22,.,7,1,-5,-12,-13
Cneo AK release,0,.,0,8,1,2,-1,-5
Xi reactivation,0.1,0.6,0.1,0.0,-0.1,0.2,-0.1,0.2
LGR2 antag,-11,-4,26,8,6,-9,-12,2

49: COc1ccc(N=[N+]([O-])c2ccc(OC)cc2)cc1
50: N#Cc1cc(S(=O)(=O)N2CCOCC2)ccc1N1CCOCC1
51: CC1=CC=CC2=N/C(=N\S(=O)(=O)c3ccc(F)cc3F)c3ccccc3CN12
52: Cc1ccc(S(=O)(=O)OCCC2=CC(=O)CCN2Cc2ccccc2)cc1
53: Cc1cc(C)cc(NC(=O)CN2CCN(c3ccccc3)CC2)c1
54: COc1cc(C)c(NC(=O)COc2ccc3c(c2)CCC3)cc1OC
55: COc1ccc(-c2nc(CN3CCCCC3c3cccnc3)c(C)o2)c(F)c1 (stereo unspecified)

Screen / compound no.,49,50,51,52,53,54,55
ERAP1 inh,-1,1,4,5,-2,2,4
Statin myotox sup,4,.,3,21,-8,-19,-5
PGC1a acetyl inh,3,-7,.,63*,2,5,.
SIRT5 inh,-3,-4,-2,.,-4,0,0
S100A4 inh HTS,-3,-6,-2,3,-6,2,-7
Cneo AK release,-9,-2,-1,-1,2,0,-1
Xi reactivation,0.0,0.0,-0.2,-0.1,0.2,0.1,0.0
LGR2 antag,72*,1,-9,25,12,2,-9

From PubChem BioAssay

This is a subset; the hit share may differ from the screen's.
